# TRPML3 ag = activates the human TRPML3 channel | activation, % at 3 µM | Q8TDD5 | HEK293 TRPML3-YFP, Fluo-8 calcium fluorescence; 100% = the carbachol control signal | AID 1448 | actives 0.29% (n = 220,000);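 active means activation above its plate's cutoff, the mean activation of the plate's test wells plus 3 SD, cut at about 12% in these data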;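 further: 0% = DMSO only wells and 100% = carbachol wells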
#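 Test system: TRPML3-YFP stable HEK293 cells. Doses: single point at 3 µM. Incubation: dye loading 1 h 37 °C then 30 min ambient, 125 s read. Signal: Fluo-8 calcium dye fluorescence, ex 470-495, em 515-575 nm. Measure: percent activation from peak-to-basal fluorescence ratio, scaled between DMSO and carbachol.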
# PERK inhibitor = blocks human PERK kinase; actives 0.17% (n = 220,000); Q9NZJ5; CHO PERK-DD fusion, SEAP luminescence translation reporter; inhibition, % at 5.6 µM;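 active means inhibition above the mean inhibition of all tested compounds plus 3 SD, set separately per screening campaign, cut at about 2.9% in these data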;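 further: PERK kinase domain activated by AP20187 dimerizer at 100 nM; 0% = DMSO with dimerizer and 100% = rapamycin at 8.4 µM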
# Target sequence (Q9NZJ5 whole entry, looked up, the tested form may be a part): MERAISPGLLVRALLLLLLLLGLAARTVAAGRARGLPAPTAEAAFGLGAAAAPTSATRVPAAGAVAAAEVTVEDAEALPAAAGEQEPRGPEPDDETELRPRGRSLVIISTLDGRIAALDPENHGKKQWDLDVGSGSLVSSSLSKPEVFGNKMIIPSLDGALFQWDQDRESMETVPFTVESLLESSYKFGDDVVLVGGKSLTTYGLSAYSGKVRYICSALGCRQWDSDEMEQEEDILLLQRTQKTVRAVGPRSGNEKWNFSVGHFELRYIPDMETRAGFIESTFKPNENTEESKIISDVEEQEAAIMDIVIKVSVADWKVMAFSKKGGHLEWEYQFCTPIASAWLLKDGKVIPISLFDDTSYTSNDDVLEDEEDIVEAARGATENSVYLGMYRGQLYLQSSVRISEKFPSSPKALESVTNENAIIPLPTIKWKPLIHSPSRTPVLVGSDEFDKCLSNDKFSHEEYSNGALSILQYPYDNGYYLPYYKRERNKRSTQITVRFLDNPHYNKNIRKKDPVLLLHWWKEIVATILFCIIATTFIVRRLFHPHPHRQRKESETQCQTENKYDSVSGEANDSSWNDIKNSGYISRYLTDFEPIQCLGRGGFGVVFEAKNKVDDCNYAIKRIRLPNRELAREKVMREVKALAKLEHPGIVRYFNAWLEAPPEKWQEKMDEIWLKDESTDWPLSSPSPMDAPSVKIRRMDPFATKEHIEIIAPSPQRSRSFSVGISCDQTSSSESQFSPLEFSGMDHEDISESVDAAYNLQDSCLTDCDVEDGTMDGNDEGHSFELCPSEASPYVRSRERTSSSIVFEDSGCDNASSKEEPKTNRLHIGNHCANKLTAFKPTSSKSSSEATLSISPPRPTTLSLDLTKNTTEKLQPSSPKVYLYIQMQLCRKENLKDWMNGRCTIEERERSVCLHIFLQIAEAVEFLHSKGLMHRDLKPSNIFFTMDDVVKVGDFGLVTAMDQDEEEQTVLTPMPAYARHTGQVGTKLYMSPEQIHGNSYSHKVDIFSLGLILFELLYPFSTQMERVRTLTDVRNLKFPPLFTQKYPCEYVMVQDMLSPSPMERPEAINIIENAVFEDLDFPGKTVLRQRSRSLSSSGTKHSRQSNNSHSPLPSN
# m-calpain inh = calpain II (pig) inhibition; purified calpain II, fluorogenic peptide substrate, 30 min; inhibition, % at 16 µM; actives 0.37% (n = 220,000);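 active means inhibition above about 50%, limit read from the data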
# EP2 modulator = EP2 receptor (human) modulation; P43116; EP2-expressing cells, cAMP HTRF FRET, PGE2 co-stimulation; induction, % at 25 µM; actives 0.83% (n = 260,000); AID 940;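 active means compounds whose cAMP rise, as percent of the full-agonist control response, exceeds 60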;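 further: rat C6 glioma line stably carrying human EP2 under a CMV promoter; the protocol text gives 20 µM as final concentration; 100% = response of wells given 1 µM PGE2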
# Ba/F3 V617F tox = lowers viability of Ba/F3 cells expressing EpoR and JAK2V617F; actives 1.1% (n = 220,000); AID 1446; inhibition, % at 5.6 µM; ATP luminescence;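 active means inhibition above the campaign mean plus 3 SD over all tested compounds, cut at about 24% in these data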;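 further: cytokine-independent growth of Ba/F3 cells driven by EpoR plus mutant JAK2; 0% = DMSO-treated cells and 100% = JAK inhibitor I control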
# TRPN1 ag = zebrafish TRPN1 (NompC) channel agonism; activation, % at 3 µM; actives 0.18% (n = 220,000); HEK293 zebrafish TRPN1-YFP, Fluo-8 calcium fluorescence; 100% = response to 87 µM carbachol;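 active means activation above its plate's cutoff, the mean activation of test wells on that plate plus 3 SD, cut at about 19% in these data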;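 further: 0% = DMSO alone and 100% = 87 µM carbachol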
#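 System: zebrafish TRPN1-YFP in HEK293 cells / Dosing: 3 µM single point / Timing: dye loading 1 h at 37 °C, then 30 min room temperature / Signal: Fluo-8 calcium fluorescence, excitation 470-495 nm, emission 515-575 nm / Read-out basis: percent activation from peak over basal fluorescence ratio, control-normalized / Control set: high carbachol 87 µM, low DMSO alone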
# S1P4 ag = agonists of human S1P4 receptor | activation, % at 4.98 µM | S1P4-expressing cell line, agonist reporter assay | actives 0.35% (n = 220,000) | AID 1509; in the data active means activation above about 11%;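 further: 0% = DMSO vehicle and 100% = reference agonist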
# S1P4 antag = blocks the human S1P4 receptor | AID 1510 | actives 0.26% (n = 220,000) | S1P4-expressing cells, antagonist mode, reporter read-out | O95977 | inhibition, % at 4.98 µM; in the data active means inhibition above about 29%;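 further: 0% = wells stimulated with agonist and 100% = vehicle wells without agonist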
# BaF3 tox = reduces parental Ba/F3 cell viability, JAK2V617F counter-screen. inhibition, % at 5.6 µM. CellTiter-Glo ATP luminescence. AID 1486. actives 1.1% (n = 220,000);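 active means inhibition above a per-campaign cutoff, the mean inhibition of all tested compounds plus 3 SD, cut at about 27% in these data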;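 further: 0% = DMSO wells and 100% = JAK Inhibitor I control wells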
# Starred values were filed as active, the others as inactive; . = not tested or not shown; & = joins results of further samples.
SMILES,TRPML3 ag,PERK inhibitor,m-calpain inh,EP2 modulator,Ba/F3 V617F tox,TRPN1 ag,S1P4 ag,S1P4 antag,BaF3 tox
O=C(NCc1ccc(Cl)cc1Cl)C(=O)N1CCCCC1,0.1,-0.1,6,26,-4,-1.3,-0.4,0,-1
COCCN(C(=O)/C=C/c1ccccc1)c1c(N)n(Cc2ccccc2)c(=O)[nH]c1=O,1.3,1.5,-9,17,1,0.0,2.0,-4,4
COc1cc(OC)cc(C(=O)N[C@H](C(=O)OCC(=O)N2CCc3ccccc32)C(C)C)c1,-1.0,0.1,31,-3,-3,-2.5,0.7,-1,2
COc1cccc(-c2cc(C(=O)NCCCn3ccnc3)no2)c1,0.4,-0.7,-8,-42,-5,0.0,1.8,-64,1
COC(=O)CN1C(=O)S/C(=C/c2cc(C)n(C)c2C)C1=O,0.6,-0.9,-18,18,1,-0.5,1.3,-2,3
CSc1nnc(-c2nnc(SC)n2-c2ccccc2)n1-c1ccccc1,0.6,-0.4,4,20,1,1.3,-1.4,-8,-1
COc1cccc(NC(=O)CCN2C(=O)c3ccc([N+](=O)[O-])cc3C2=O)c1,-0.7,0.9,-6,-26,-3,-1.4,-2.2,6,5
O=C(N/N=C/c1sc2ccccc2c1O)c1ccccc1,5.6,1.2,6,1,-3,5.9,4.4,-1,6
CCN(CC)S(=O)(=O)c1ccc(C)c(NC(=O)COC(=O)[C@@H]2CCCN2C(=O)c2cccs2)c1,1.0,2.1,13,20,1,1.2,-0.2,-15,6
CC(CCc1ccco1)NC(=O)Cn1nc(Cc2ccncc2)c2ccccc2c1=O (stereo not given),0.7,0.2,7,-2,1,0.9,2.0,6,6
O=C(Cc1cn(Cc2cccc(Cl)c2)c2ccccc12)N1CCCC1,-0.5,-0.1,52*,42,-4,0.0,0.6,-4,3
CCOC(=O)N1CCN(C(=O)CSc2nnc(C3COc4ccccc4O3)o2)CC1 (stereo not given),0.2,1.2,-14,1,-1,2.0,-0.5,-8,2
Cc1ccc(S(=O)(=O)NC(=NCC(=O)O)c2ccccc2)cc1,0.9,0.4,-11,-5,-5,0.0,1.9,8,-1
S=C(Nc1cccnc1)NC1CCCC1,0.6,1.5,-16,19,1,1.6,3.7,-8,7
OC(COC(c1ccc(F)cc1)c1ccc(F)cc1)CN1CCc2ccccc2C1 (stereo not given),0.1,-0.1,21,39,3,-1.7,0.8,-15,6
CCc1nc(SCC(=O)c2ccc3c(c2)OCCO3)c2ccccc2n1,-0.2,-0.9,45,-50&-19,-3,-0.1,-1.1,-14,3
O=C(O)[C@H]1CCCC[C@H]1C(=O)NCCc1ccccc1,0.3,-0.1,-18,13,-3,-1.9,0.8,-10,-1
Cn1c(=O)c2c(nc(N3CCN(Cc4ccccc4)CC3)n2CCCc2ccccc2)n(C)c1=O,-1.4,-1.9,-7,55,6,-2.0,0.0,-2,9
COc1cc(C2C(C#N)=C(N)Oc3n[nH]c(-c4cccnc4)c32)ccc1OCC(N)=O (stereo not given),-0.2,1.5,5,-11,0,0.3,-0.2,19,0
COc1cc2c(=O)n(Cc3ccccc3)c(=O)n(CC(=O)C(C)(C)C)c2cc1OC,-0.6,0.6,1,-1,-1,2.1,0.5,7,-4
CCOC(=O)CN(Cc1sccc1C)C(=O)Nc1ccc(OCC)cc1,0.6,0.0,1,8,-2,-1.5,0.1,-25,6
CCn1cc(C(=O)Nc2ccc3c(c2)OCCO3)c2cc(OC)c(OC)cc2c1=O,-0.3,-0.6,8,-1,-2,0.2,1.4,-7,0
COc1ccc(OCC(O)CNC(=O)c2c(-c3ccccc3)noc2C)cc1 (stereo not given),0.2,-0.1,11,4,-6,0.8,1.2,2,-1
Nc1nc(SCc2nc3scc(-c4cccs4)c3c(=O)[nH]2)n[nH]1,1.0,0.0,-5,1,0,1.6,1.4,12,5
COc1ccc2c(c1)C(C)=CC(C)(C)N2C(=O)C(C)N1C(=O)c2ccccc2C1=O (stereo not given),0.0,-0.9,8,46,2,-1.5,0.3,-24,0

# Ten successive records from above:
SMILES,TRPML3 ag,PERK inhibitor,m-calpain inh,EP2 modulator,Ba/F3 V617F tox,TRPN1 ag,S1P4 ag,S1P4 antag,BaF3 tox
COc1cccc(-c2cc(C(=O)NCCCn3ccnc3)no2)c1,0.4,-0.7,-8,-42,-5,0.0,1.8,-64,1
COC(=O)CN1C(=O)S/C(=C/c2cc(C)n(C)c2C)C1=O,0.6,-0.9,-18,18,1,-0.5,1.3,-2,3
CSc1nnc(-c2nnc(SC)n2-c2ccccc2)n1-c1ccccc1,0.6,-0.4,4,20,1,1.3,-1.4,-8,-1
COc1cccc(NC(=O)CCN2C(=O)c3ccc([N+](=O)[O-])cc3C2=O)c1,-0.7,0.9,-6,-26,-3,-1.4,-2.2,6,5
O=C(N/N=C/c1sc2ccccc2c1O)c1ccccc1,5.6,1.2,6,1,-3,5.9,4.4,-1,6
CCN(CC)S(=O)(=O)c1ccc(C)c(NC(=O)COC(=O)[C@@H]2CCCN2C(=O)c2cccs2)c1,1.0,2.1,13,20,1,1.2,-0.2,-15,6
CC(CCc1ccco1)NC(=O)Cn1nc(Cc2ccncc2)c2ccccc2c1=O (stereo not given),0.7,0.2,7,-2,1,0.9,2.0,6,6
O=C(Cc1cn(Cc2cccc(Cl)c2)c2ccccc12)N1CCCC1,-0.5,-0.1,52*,42,-4,0.0,0.6,-4,3
CCOC(=O)N1CCN(C(=O)CSc2nnc(C3COc4ccccc4O3)o2)CC1 (stereo not given),0.2,1.2,-14,1,-1,2.0,-0.5,-8,2
Cc1ccc(S(=O)(=O)NC(=NCC(=O)O)c2ccccc2)cc1,0.9,0.4,-11,-5,-5,0.0,1.9,8,-1

# Additional records
SMILES,TRPML3 ag,PERK inhibitor,m-calpain inh,EP2 modulator,Ba/F3 V617F tox,TRPN1 ag,S1P4 ag,S1P4 antag,BaF3 tox
COc1cc(-c2nnc(CSc3nc4ccccc4s3)o2)cc(OC)c1OC,-0.7,-0.6,-12,-56,5,-0.6,-0.5,-1,8
COc1c(C)cc(Br)cc1C(=O)NCc1cccnc1,-0.4,-0.8,4,9,2,0.3,-0.1,-4,2
COc1ccc(-c2cnnc(N/N=C/c3ccc(O)c(OC)c3)n2)cc1,-0.2,-0.1,15,-23,6,0.8,4.0,-4,10
Cc1cc(C(=O)CSCc2nnc3n(CCC(C)C)c(=O)c4ccccc4n23)c(C)n1C,1.1,0.3,.,.,0,1.1,0.4,-2,1
Nc1ccc2c(c1)C(=O)N(CCCCCC(=O)O)C2,0.4,1.5,-139,19,1,0.3,-1.1,-16,1
O=S(=O)(NCCN1CCOCC1)c1ccc(Cl)s1,0.1,0.6,11,24,-1,-0.6,-1.2,-3,6
O=C1CSC(=S)N1/N=C/c1ccc(O)c(O)c1O,0.8,0.2,31,-32,-2,-1.1,-0.7,-5,2
Cc1cc(C(=O)Nc2c(C)nn(Cc3ccc(Cl)cc3)c2C)no1,1.2,1.1,-20,-54,-1,0.7,1.1,6,0
O=C(Cc1csc(N2CCOCC2)n1)N/N=C/c1cccc(O)c1,0.6,1.0,-20,-17,-1,-0.6,-0.7,-22,5
CS(=O)(=O)N(Cc1ccccc1)c1ccccc1C(=O)O,1.4,0.8,-11,-15,0,0.1,-0.7,-1,5
Cc1ccc(NC(=S)N(N)CCO)cc1,0.7,0.5,-26,6,1,0.8,3.1,3,7
CCOC(=O)CNC(=O)Cn1cnc2c(nnn2-c2ccc(C)cc2)c1=O,-0.1,1.0,20,10,-7,-0.8,-0.3,0,-2
O=C(NCc1n[nH]c(=S)n1-c1ccccc1)c1ccc(S(=O)(=O)N2CCOCC2)cc1,0.7,1.9,-7,3,0,1.3,2.0,-3,3
COc1ccc2c(C)nc(N/C(N)=N/S(=O)(=O)c3ccc(C)cc3)nc2c1,-0.4,-0.1,-88,-5,0,-0.9,1.4,-3,6
Cc1cccc(NC(=O)CSc2nc3[nH]ncc3c(=O)n2-c2ccccc2)c1,0.7,-0.7,-58,19,0,2.7,1.1,4,2
COc1ccc(/C=N/N=C2/NC(=O)C(CC(=O)O)S2)cc1OCc1ccc(Cl)cc1Cl (stereo not given),-0.5,-0.1,-33,-14,-4,0.0,2.3,-21,7
Cc1ccc(Nc2nc(CSc3nnc(-c4cccnc4)n3-c3ccccc3F)cs2)cc1,-0.5,-0.6,4,13,3,-0.8,-0.1,6,3
CC1CCCCC1NC(=O)CN1C(=O)NC(C)(c2ccc(OC(F)F)cc2)C1=O (stereo not given),0.6,-0.1,-6,-8,-1,2.2,0.8,-6,4
N#C/C(=C\c1c(Cl)cccc1Cl)c1nc2ccccc2[nH]1,0.4,-0.6,-4,-32,-1,-1.9,0.1,-2,-1
CSC1=NCCN1S(=O)(=O)c1ccc(F)cc1,-0.5,0.3,-37,17,3,-0.3,2.2,-13,6
Cc1cc(C)nc(N2CCC(C(=O)Nc3ccc4c(c3)CCC4)CC2)n1,1.3,0.9,-31,2&13,-7,0.3,-1.7,-11,1
Cn1c(=O)c2c(nc(N3CCOCC3)n2CCSc2ncccn2)n(C)c1=O,1.1,1.7,-17,-5,-3,0.9,-0.9,-29,6
O=C(N/N=C/C(Cl)=C/c1ccc([N+](=O)[O-])cc1)C(=O)Nc1cccc(C(=O)O)c1,-0.1,-1.3,15,-39,2,-0.1,1.5,16,-1
N#C/C(=C/c1ccccc1)c1nn(CCO)c(N)c1C#N,0.4,1.0,-32,-21,-4,0.5,-1.7,6,6
Cc1cc(C)cc(NCCC#N)c1,0.8&1.1,1.8&1.2,1&15,11&14,-3&-1,0.7&2.5,0.8&-0.3,-10&-15,-3&7
# Other results.
SMILES,TRPML3 ag,PERK inhibitor,m-calpain inh,EP2 modulator,Ba/F3 V617F tox,TRPN1 ag,S1P4 ag,S1P4 antag,BaF3 tox
N=c1ccccn1CC(O)COc1ccccc1 (stereo not given),0.6,0.4,12,24,2,2.0,-2.0,-2,7
N#Cc1c(NCCO)nc(NCc2ccccc2)c2c1CCN(Cc1ccccc1)C2,0.7,0.4,-473,-9,3,0.6,0.2,-11,4
CCCC(=O)Nc1cccc(NC(=S)NC(=O)C(C)Oc2ccc(Cl)cc2Cl)c1 (stereo not given),0.1,0.3,27,-15,0,0.2,-0.7,-9,6
CCCOc1ccccc1Cn1c(=O)oc2ccc(C)cc21,-1.1,-1.4,-1,84*,6,-1.2,-0.1,4,7
COc1ccc(-c2csc(N3CCN(C(=O)c4ccco4)CC3)n2)cc1,1.4,-0.7,-7,9,4,2.9,-3.9,-16,9
COc1ccc2sc(NC(=O)NC(=O)c3c(Cl)cccc3Cl)nc2c1,0.1,0.8,0,-46,-2,-0.4,-0.2,4,-3
O=C(COC(=O)CCCN1C(=O)c2ccccc2C1=O)Nc1ncc(Cl)cc1Cl,0.4,-0.3,-64,23,4,0.8,-2.6,-61,1
CCC(=O)Nc1ccc(C(=O)Nc2cccc(C)n2)cc1,1.4,0.4,-72,-73,0,2.6,-0.2,-15,7
COC(=O)c1ccccc1NC(=O)c1ccccc1N(C)S(=O)(=O)c1ccccc1,4.7,-0.4,3,22,1,-0.6,1.3,-2,7
CC(C)(/C=N/O)/[N+]([O-])=C/c1ccccc1,1.3,2.1,-34,-4,0,1.2,1.3,-9,-5
